Screening data from PubChem.
SSB-PriA inh: inhibitors of Klebsiella pneumoniae PriA binding to SSB C-terminal tail; AID 1272365; AlphaScreen SSBct-PriA binding, biotinylated peptide; inhibition, % at 33 µM; 430,000 tested, 0.6% active; in the data active means inhibition mostly above about 37%, no sharp cut-off; inactive means mostly below about 20%;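 further: plate controls were negative control peptide for no effect and reference peptide for full effect; strong numbers were not always called active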
* marks the source's active call; other numbers are inactive results; & = joins results of further samples. Some of the compounds tested. The share of hits here may be higher or lower than overall.

SMILES	SSB-PriA inh
COc1ccccc1CNC(=O)C(=O)Nc1ccccc1	4
Cc1cc(NC(=O)Cc2ccc3c(c2)OCO3)n(C(C)C)n1	-21
O=C(Cc1cc(=O)[nH]c(SCC(=O)N2CCOCC2)n1)NCCc1ccccc1	-1
O=C(/C=C1\SC(=O)N(CC(=O)Nc2ccccc2C(F)(F)F)C1=O)Nc1ccc(Cl)cc1	-7
O=C(NCC1CC(=O)N(Cc2ccc(F)cc2)C1)Nc1cccc(C(F)(F)F)c1 (stereo not drawn)	5
Cc1nn(C(=O)C2CCCN2S(=O)(=O)c2ccc(F)cc2)c(C)c1Sc1ccccc1 (stereo not drawn)	-6
O=C(/C=C/c1ccc([N+](=O)[O-])cc1)Nc1nc(-c2ccc(Cl)s2)cs1	3
CC(=NNC(=O)c1cccc(C)c1O)c1ccc(NC(=O)Cc2ccccc2)cc1	-3
Cc1cc(C(=O)Nc2nc(C(=O)N3CCN(C(=O)c4ccco4)CC3)co2)no1	-10
CC(C)N1C(=O)/C(=C/c2cc(Cl)c3ccccc3n2)SC1=S	4
COc1ccc(C(=O)NCCn2ncc3c(N4CCN(c5ccccc5)CC4)ncnc32)cc1OC	5
Cc1ccc(NC(=O)CSc2ncc(S(=O)(=O)c3cccs3)c(N)n2)c(Br)c1	-6
CSc1ccccc1-c1nnc(NC(=O)c2ccc(Cl)cc2Cl)o1	-3
CCOc1ccc(C(=O)Nc2nnc(-c3ccccc3Cl)s2)cc1	-14
CC(C)c1ccc(OCC(=O)NC2CC3CCC(C2)N3S(C)(=O)=O)cc1 (stereo not drawn)	-16
Cc1cc(NC(=O)N[C@H]2CC(=O)N(c3ccc4c(c3)OCCO4)C2)ccc1Br	-20
CCOC(=O)C(=NNc1ccc(C(C)=O)cc1)c1csc(Nc2ccccc2)n1	-20
Cc1cccc(C=NNC(=O)c2ccccc2OCc2cccc(Br)c2)n1	-11
Cc1nc2scc(-c3cccc(NS(=O)(=O)c4ccc(F)cc4F)c3)n2c(=O)c1C	5
CCCCN1C(=O)CCc2cc(NC(=O)c3ccc(OC)c(OC)c3)ccc21	5
COc1ccc(Nc2nc(CN3C(=O)CCC3=O)cs2)cc1F	1
CCOC(=O)C(C(N)=NCc1ccco1)=C(O)c1ccccc1	4
O=C(NC1CCN(c2ccc(-c3cccc(F)c3)nn2)CC1)[C@@H]1COc2ccccc2O1	-14
CSc1ccc(CC(=O)O)cc1	-8
O=C(CSCc1ccccc1)N1CCC(Cc2ccccc2)CC1	-21&5
O=C(c1ccccc1Cl)N(CCc1cccs1)Cc1ccco1	2
CCN1C(=O)C(C)(C)COc2ccc(NC(=O)Cc3cccc4ccccc34)cc21	30
O=C(Cn1c(=O)oc2ccccc21)NC[C@H](O)c1ccc2c(c1)CCO2	-21
CC(=NN1CCN(C2c3ccccc3-c3ccccc32)CC1)c1cccnc1	-4
O=C(c1ccc([N+](=O)[O-])cc1)N1CCN(Cc2nc(C3CC3)cs2)CC1	-20
O=C(Cc1csc(Nc2ccccc2)n1)N1CCN(c2ncccn2)CC1	-3
N#Cc1ccccc1NC(=O)CSc1nccn2nc(-c3ccccc3)cc12	-26
COc1ccccc1NC(=O)N1CC2C[C@@H](C1)Cn1c2cccc1=O	-1
O=C(Cc1noc2ccccc12)N1CC(n2cc(-c3ccccc3)nn2)C1	-2
CC(C)c1c(C(=O)NN=Cc2cccc(OCc3ccc(F)cc3)c2)nnn1-c1nonc1N	-11
CC(C)c1nnc(SCC(=O)NC2CCCC2)c2c1cnn2-c1ccccc1	-2
COc1cccc(NC(=O)CSc2nc(CC(=O)Nc3ccc(OC)c(Cl)c3)cs2)c1	-5
O=C(C[n+]1ccccc1)NN=Cc1cc(Br)cc(Br)c1O	57*
CCOC(=O)NN=C(C)c1ccccc1OC(F)F	-15
O=C(NCc1ccccc1)N1CCC(Cn2cccn2)CC1	-4
CC(=CC(=O)c1ccccc1)Nc1cccc(O)c1	9
O=C(CS(=O)(=O)c1ccc(Cl)cc1)Nc1cccc(-c2nc3ccccc3[nH]2)c1	0
CS(=O)(=O)c1ccc(CC(=O)Nc2cccc(-c3nc4ccccc4o3)c2)cc1	-9
COc1ccc(Cn2cc(C(=O)c3ccc(F)cc3)c(=O)c3cc4c(cc32)OCO4)cc1	-8
CCn1nnc2c(Nc3cc(Cl)ccc3C)ncnc21	-15
CC(C)Oc1ccc(C(=O)NCCCN2CCOC(c3ccccc3)C2)cc1 (stereo not drawn)	-14
COc1ccc(NC(=O)N2CCN(c3cc(Nc4ccccn4)ncn3)CC2)cc1	-1
Cc1n[nH]c(C)c1S(=O)(=O)N1CCC(c2cc(C(=O)Nc3ccccc3F)n[nH]2)CC1	5
CC(Cn1nc([N+](=O)[O-])cc1C)=NNC(=O)c1ccc(C(C)(C)C)cc1	-2
Cc1cccc(NC(=O)CC(C(=O)O)N(C)C)c1C (stereo not drawn)	5&6
CCOC(=O)Cc1csc(NC(=O)[C@H]2CCCN(c3ccc(-c4cccs4)nn3)C2)n1	-6
COc1ccc(OC2CCN(C(=O)C(O)c3ccccc3)C2)nn1 (stereo not drawn)	-5
Nn1c(C(F)(F)F)n[nH]c1=S	7
CCOC(=O)Cc1csc(NC(=O)CN2CCC(COCc3ccc(F)cc3)CC2)n1	-12
Cn1cccc1-c1noc(CNC(=O)c2cc(-c3ccco3)[nH]n2)n1	24
Cc1cc(O)c(C(c2ccccn2)N2CCN(c3ccccc3F)CC2)c(=O)n1Cc1ccco1 (stereo not drawn)	29
COc1ccc(/C=C/C(=O)NC(C)c2ccccc2)c(OC)c1 (stereo not drawn)	-2
O=S(=O)(c1ccc(F)cc1)c1nc(-c2cccs2)oc1SCc1ccc(F)cc1	-8
COC(=O)c1ccccc1N1C(=O)C2C3C=CC(C3)C2C1=O (stereo not drawn)	3
O=C(Nc1cc(C(F)(F)F)ccc1Cl)c1c[nH]c(=O)n(Cc2ccccc2F)c1=O	-9
Next part
SMILES	SSB-PriA inh
Cc1sc2nc(NC(=O)c3sc4ccccc4c3Cl)sc(=O)c2c1C	0
Cc1ccc(C)c(NC(=O)CSc2nnc(-c3cccn(C)c3=O)n2C)c1	-8
COc1ccc(NC(=O)CSc2nnc(C)c3cnn(-c4ccc(F)cc4)c23)c(OC)c1	7
O=C(NCc1ccco1)C(=O)Nc1ccc(F)c(Cl)c1	-3
O=C(NC(C(=O)N1CCN(C(=O)c2cccs2)CC1)S(=O)(=O)c1ccccc1)c1ccco1 (stereo not drawn)	2
O=C(Cc1ccc(Cl)cc1)Nc1ccc2c(c1)CN(C(=O)c1ccco1)CC2	6
Cc1nc(C)c(CCNS(=O)(=O)c2ccccc2)s1	-4
CCCOc1ccccc1C=NNC(=O)C1CC1	-6
O=C(NCc1ccccn1)c1[nH]nc2c1COc1ccccc1-2	-14
O=C(Nc1ccccc1Cc1nc(-c2cccs2)no1)c1ccccn1	-10
COCCN1CCC(NC(=O)Cc2ccccc2Cl)CC1	-12
CCN(CC)C(=O)Cn1ccc2ccccc21	-6
Cc1ccc(Cl)cc1S(=O)(=O)Nc1cnc2ccnn2c1	-18
CCOC(=O)c1cnn2ccc(NC(=O)c3cc(-c4ccco4)on3)cc12	-21
CCc1noc(Cn2cnc3c4cc(C)ccc4n(CC(=O)Nc4ccc(F)c(Cl)c4)c3c2=O)n1	6
COc1ccc(CCS(=O)(=O)NCC(O)c2cn(C)c3ccccc23)cc1 (stereo not drawn)	7
Cc1[nH]n(-c2ccccc2)c(=O)c1C1OC(=O)c2ccccc21 (stereo not drawn)	2
CCOC(=O)C(=NNc1ccccc1)N1CC1	-13
CCn1ccc(C(=O)Nc2nnc(-c3ccc(C)cc3)o2)n1	-16
O=C(NCCCn1ncccc1=O)Nc1cccc(C(F)(F)F)c1	-14
Cc1ccc(Nc2nc(NCCN3CCOCC3)nc3nccnc23)c(C)c1	-5
Cc1cc(NC(=O)COc2ccccc2F)n(-c2ncnc3c2cnn3-c2ccccc2)n1	3
O=C(NCCS(=O)(=O)N1CCN(CCc2ccccc2)CC1)c1ccco1	-3
O=C(Cc1cccs1)NC1CCN(C(=O)c2cn(-c3cccc(F)c3)nn2)CC1	-12
Cc1cc(C)c(NC(=O)Cn2nc3c(cc2=O)CCCC3)c(C)c1	-2
COc1ccc(C)c2sc(N(Cc3ccccn3)C(=O)c3ccnn3C)nc12	6
CCOc1ccc2ccccc2c1C(=O)N1CCC(Oc2cnccn2)CC1	-16
O=C(Nc1nc2ccc([N+](=O)[O-])cc2s1)c1csc(Nc2ccccc2)n1	-4
Cc1nc(-c2noc(-c3ccncc3)n2)cn1CC(=O)N1CCN(c2ccccc2)CC1	-8
S=P(S)(c1ccccc1)c1ccccc1	-12
CCOc1ccc(S(=O)(=O)n2ccnc2CC)c2ccccc12	-13
Cc1cc(C)nc(SCc2ccc(C(=O)NN=Cc3ccccc3C(=O)O)cc2)n1	5
Cc1nc(-c2cccc(NC(=O)c3cc4n(n3)CCCO4)c2)cs1	-7
O=C(Nc1nc2ccc(F)cc2s1)c1cc(-c2ccccc2)nc2ccccc12	-13&0
O=C(CN1CC(=O)Oc2ccccc21)Nc1nc(-c2ccccn2)cs1	100*
CN(C)c1ccc(C=NOC(=O)Nc2ccccc2)cc1	-8
Cc1cc(=O)c(OCc2ccc(F)cc2)cn1CC(=O)NC1CCCC1	6
COc1ccc(OC)c(S(=O)(=O)Cc2nc(-c3ccc(C)cc3)no2)c1	-10
Cn1c(C(C#N)=C(O)c2cccc(Br)c2)nc2ccccc21	4
O=C(NCCOc1ccc2nnc(-c3ccccc3Cl)n2n1)c1cccc(Cl)c1	4
O=C(NCCS(=O)(=O)NCc1ccccn1)c1ccc2c(c1)OCO2	2&-5
COC(=O)C1=C(N)Oc2cc(C)oc(=O)c2C1c1ccccc1Cl (stereo not drawn)	1
CCC(=O)N1CCc2ccc(NC(=O)COc3ccccc3OC)cc2C1	-14&-5
COc1ccc(C(=O)N2CCC(c3ccsc3)CC2)cc1F	-15
CCOC(=O)c1ccccc1NC(=O)CSc1nc(CC(=O)NC2CC2)cc(=O)[nH]1	11
CS(=O)(=O)N1CCC(C(=O)NCc2cc(-c3ccc(Cl)cc3)on2)CC1	2
CS(=O)(=O)N1CCCCC1C(=O)Nc1ccc(-c2nc3ccccc3s2)c(O)c1 (stereo not drawn)	-61&-12
COc1ccc(Cl)cc1NC(=O)C(=O)N1CCN(Cc2ccc3c(c2)OCO3)CC1	3
Cc1cccn2cc(-c3ccc(NC(=O)c4ccc(Br)cc4)cc3)nc12	-19
CCOC(=O)C(CC)Sc1nc2c([nH]c3ccccc32)c(=O)n1-c1ccccc1OC (stereo not drawn)	4
O=C(NCCn1ncccc1=O)c1ccc(S(=O)(=O)N2CCOCC2)cc1	-14
Cc1ccc(N2CCN(N=Cc3cccs3)CC2)cc1	8
COc1cccc(NC(=O)NCCCn2ncccc2=O)c1	-22
O=C(NCCn1ncc2c(=O)n(Cc3ccccc3F)cnc21)c1ccc2ccccc2c1	3
N#Cc1ccc(Cl)cc1NC(=O)C(=O)NCC[C@H](O)c1ccco1	-20
Cc1ccccc1-n1c(CC2CCN(S(=O)(=O)N(C)C)CC2)n[nH]c1=O	-13
COc1ccc(S(=O)(=O)NCC(C)(O)c2cc3ccccc3o2)cc1C(N)=O (stereo not drawn)	-12
O=C(NN=Cc1cccnc1)c1ccccc1[N+](=O)[O-]	2
Cc1c(C(=O)Nc2ccc(Br)cc2)cnc2nc(-c3ccncc3)nn12	-11
C=CCN(CC=C)S(=O)(=O)c1ccc(C(=O)N2CCN(c3nc4c(CC)cccc4s3)CC2)cc1	-5
Further results.
SMILES	SSB-PriA inh
C=CCOC(=O)C1=C(C)N=C(SCC(=O)NCc2ccccc2)C(C#N)[C@H]1c1ccc(Cl)cc1 (stereo partly drawn)	-13
COc1cccc(NC(=O)N2CCN(c3ccc(-c4ccccc4C)nn3)CC2)c1	-14
O=C(Nc1ccon1)C1CN(C(=O)COc2ccccc2F)C1	12
CCOC(=O)c1c(N=Cc2c(O)n(-c3ccc(F)cc3)c(=S)[nH]c2=O)sc2c1CCCC2	-1
CCOC(=O)N1CCN(C(=O)CSc2ncc(CO)n2Cc2ccc(C)cc2)CC1	-1
Cn1cc(S(=O)(=O)NCC2CCN(C(=O)c3ccccc3F)CC2)cn1	-4
